# Source: PubChem BioAssay
# FN deposition inh – fibronectin deposition inhibition. inhibition, % at 12.6 µM. AID 743247. AH1F fibroblasts, Alexa488-fibronectin deposition fluorescence, overnight. hit rate 0.086% among 350,000;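 active = mean inhibition across replicates of 30% or more, regardless of how many single replicates reach that level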;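 also: positive control wells lacked labelled fibronectin entirely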
#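 Material: AH1F fibroblasts assembling fluorescent fibronectin matrix; amount: 10000 AH1F cells/well; medium: DMEM, 2% serum; reagent: Alexa488-fibronectin, 24 nM final in well; dosing: single compound dose, delivered by pin transfer; incubation: 1 h adhesion, overnight exposure; detection: fluorescence after three HBSS washes, excitation 485 nm, emission 525 nm; measure: fibronectin deposition inhibition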
# RAD52 anneal inh – RAD52 (human) annealing inhibition. P43351. recombinant RAD52 DNA annealing, FRET fluorescence. inhibition, % at 18.7 µM. hit rate 0.46% among 360,000;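 active = every replicate showing at least 50% inhibition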
# Target sequence (P43351 whole entry, looked up): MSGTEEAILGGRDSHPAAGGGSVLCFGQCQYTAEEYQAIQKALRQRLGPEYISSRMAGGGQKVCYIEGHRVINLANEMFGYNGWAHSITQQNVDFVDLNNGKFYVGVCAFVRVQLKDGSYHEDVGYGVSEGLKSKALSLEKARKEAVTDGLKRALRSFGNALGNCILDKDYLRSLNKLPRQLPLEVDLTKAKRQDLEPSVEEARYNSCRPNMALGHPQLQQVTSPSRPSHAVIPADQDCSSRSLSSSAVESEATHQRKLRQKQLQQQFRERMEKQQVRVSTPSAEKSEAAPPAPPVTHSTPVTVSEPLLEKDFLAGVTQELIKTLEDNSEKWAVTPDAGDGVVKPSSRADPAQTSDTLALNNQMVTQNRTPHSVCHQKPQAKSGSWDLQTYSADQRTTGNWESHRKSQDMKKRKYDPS
# S100A4 inh HTS – inhibitors of human S100A4 binding to myosin IIA peptide; P26447; S100A4/TAMRA-MyoIIA peptide fluorescence polarization; inhibition, % at 10.7 µM; hit rate 0.14% among 360,000; AID 652163;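 active = mean inhibition of at least 70% across replicates, with every replicate also reaching that level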
#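 incubation = readout 5 min after mixing, signal stable up to 60 min | system = S100A4 monomer protein | buffer or medium = HEPES pH 7.2 with CaCl2, KCl, NaCl, DTT, Triton | benchmarks = neutral control DMSO, positive control TFP | also added = fluorescent myosin IIA peptide, 5 nM | compound dosing = one concentration per compound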
# EWS-Fli block – inhibitors of EWS/Fli oncoprotein transcriptional activity | A673 NR0B1-luciferase reporter, viability-normalised | inhibition, % at 12.6 µM | hit rate 0.67% among 350,000;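 active = mean inhibition of at least 50% after viability correction, with every replicate also passing that limit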;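 also: firefly luciferase signal divided by Alamar Blue viability fluorescence both relative to DMSO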
# E-selectin induc – E-selectin induction on HUVECs; activation, % at 7.58 µM; hit rate 0.37% among 260,000; HUVEC E-selectin immunofluorescence imaging; normalized: neutral wells 0, TNF-alpha wells 100;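 active = mean E-selectin-positive cell signal at least 10% of the positive control, reached in at least 60% of replicates, without over 20% cell loss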;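 also: in these data hits start at about 27%; measured in HUVEC primary endothelial cells; signal is the percent of cells scored E-selectin positive by PE staining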
# Target sequence (P16581 whole entry, looked up): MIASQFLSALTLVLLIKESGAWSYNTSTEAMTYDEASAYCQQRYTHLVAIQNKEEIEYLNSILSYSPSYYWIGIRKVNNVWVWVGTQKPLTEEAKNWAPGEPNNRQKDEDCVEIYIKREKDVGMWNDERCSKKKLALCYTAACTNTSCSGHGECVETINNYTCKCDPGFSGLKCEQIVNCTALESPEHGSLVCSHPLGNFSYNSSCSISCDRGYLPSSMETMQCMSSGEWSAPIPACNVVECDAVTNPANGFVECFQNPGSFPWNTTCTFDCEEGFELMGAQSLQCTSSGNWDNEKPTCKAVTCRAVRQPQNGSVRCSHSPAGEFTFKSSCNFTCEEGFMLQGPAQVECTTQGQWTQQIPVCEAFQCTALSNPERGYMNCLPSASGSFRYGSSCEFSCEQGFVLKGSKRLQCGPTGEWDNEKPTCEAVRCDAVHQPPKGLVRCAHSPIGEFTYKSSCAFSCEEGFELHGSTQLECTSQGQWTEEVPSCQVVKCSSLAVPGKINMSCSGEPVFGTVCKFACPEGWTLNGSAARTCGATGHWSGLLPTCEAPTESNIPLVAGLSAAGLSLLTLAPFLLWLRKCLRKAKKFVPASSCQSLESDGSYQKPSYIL
#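 System: HUVEC, human umbilical vein endothelial cells; quantity: 3,000 cells/well; buffer or medium: EGM-2 medium, gelatin-coated wells; dosing: single-point compound dose; detection: immunofluorescence imaging; evaluation: % PE-positive cells; benchmarks: TNF-alpha, DMSO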
# esBAF inh – SWI/SNF esBAF complex inhibition; mouse ES cells, Bmi1-luciferase knock-in reporter, 24 h; 100% = twice the neutral-well signal; hit rate 2% among 350,000; AID 602393; reporter increase, % at 12.5 µM; in the data active = activation above about 40%;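 also: 0% = median of the plate's neutral control wells and 100% = double that signal; a rise in the Bmi1 reporter signal indicates esBAF inhibition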
# RAD54 inh – inhibitors of human RAD54 branch migration; hit rate 0.14% among 360,000; RAD54 Holliday junction branch migration, FAM/BHQ fluorescence; inhibition, % at 10.4 µM; Q92698;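 active = mean normalized replicate activity at least 40 and at least half of replicates scoring 40 or more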;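 also: 0% = median of neutral control wells and 100% = median of positive control wells; inhibitors cause a drop in the FAM fluorescence signal; in these data hits start at about 50%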
# XiGFP reactiv – activators of X-chromosome reactivation in mouse fibroblasts. activation, % at 7.58 µM. hit rate 0.055% among 360,000. XiGFP mouse fibroblasts, % GFP-positive cells imaging, 3 d; cells co-treated with 5-aza-dC sensitizer; scaled so ellipticine positive control = 100%;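 active = mean normalized replicate activation at least 10% and every replicate at or above 10%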;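 also: 0% = median of on-plate neutral control wells and 100% = ellipticine 6 µM median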
#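 Material: SV40-immortalized XiGFP fibroblast cells, line 68-5-11 | Buffer or medium: DMEM containing 5-aza-dC | Dosing: One concentration, pinned | Times: 3 d treatment, 15 min room-temperature fixation | Controls: Ellipticine 6 µM positive control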
# Starred values were filed as active, the others as inactive; i = inactive; · = no result given; & = joins results of further samples.
# Value order – RAD52 anneal inh	RAD54 inh	XiGFP reactiv	EWS-Fli block	S100A4 inh HTS	FN deposition inh	esBAF inh	E-selectin induc
1) CCCC[N+]12CCC(CC1)C(Cc1ccccc1)C2 (stereo not drawn)
    -6.0	-8.1	0.0	5.5	2.4	0.3	·	·
2) N#Cc1cccc(-c2ccc([C@H]3[C@@H](CO)N4CCCCN(C(=O)Cc5cccnc5)C[C@H]34)cc2)c1
    -21.7	10.7	0.1	-2.4	2.0	·	-0.6	0.3
3) COC(=O)C1=C(c2ccc(OC(F)(F)F)cc2)C[C@@H]2CC[C@H]1N2C(=O)NC1Cc2ccccc2C1
    -0.8	1.5	-0.7	9.4	-1.1	-7.0	6.9	0.0
4) Fc1ccc(Cn2nnnc2C(c2ccc(Cl)cc2)N2CC=C(c3ccc(F)cc3)CC2)cc1 (stereo not drawn)
    -64.4	-7.1	0.0	0.3	-9.2	-12.7	-7.8	·
5) COc1ccc(OC)c(N2C(=O)NC(=O)/C(=C\c3ccc([N+](=O)[O-])s3)C2=O)c1
    -73.4	3.5	0.5	11.7	-54.1	3.7	-1.6	2.4
6) Cc1ccc(CN2CCCC(C(=O)c3ccc4c(c3)OCO4)C2)cc1C (stereo not drawn)
    -5.8	-11.9	0.1	-2.8	-0.4	-5.4	-2.3	-0.1
7) COC(=O)c1cc(C(O)(C(=O)OC)C(F)(F)F)c(/N=C/N(C)C)s1 (stereo not drawn)
    -0.7	-5.3	·	8.6	0.3	·	-6.3	·
8) COC(=O)C1=C(c2ccc(F)cc2OCc2ccccc2)C[C@@H]2CC[C@H]1N2C(=O)NCc1ccccc1C(F)(F)F
    3.8	2.1	0.0	7.5	15.4	6.7	-2.8	-0.2
9) O=C1NC(=S)N(c2ccccc2F)C(=O)/C1=C\c1cccs1
    ·	-19.6	0.0	·	·	-2.0	·	5.2
10) O=C(NC1(C(F)(F)F)Oc2ccccc2O1)N1CCC2(CC1)OCCO2
    -8.7	-3.4	·	·	2.9	0.0	6.1	·
11) C[C@@H]([C@@H](O)c1ccccc1)N(C)C(=O)Cc1ccccc1
    -5.8	1.1	-0.1	-10.9	-6.7	-3.3	-10.3	0.6
12) O=C(CNC(=O)c1cccc(Cl)c1)Nc1ccc(Br)cc1C(=O)c1ccccc1
    -9.6	·	-0.1	13.5	-1.7	3.1	·	·
13) COc1ccccc1OCC#CCN1CCCC1
    1.7	5.2	0.4	-9.6	9.1	6.0	1.1	0.0
14) CC(C)c1ccc(NC(=O)CCNC(=O)N2C[C@H]3C[C@@H](C2)c2cccc(=O)n2C3)cc1
    -8.2	-3.3	·	2.0	2.3	·	7.6	·
15) O=C1NC(=O)C(CCc2ccncc2)(CCc2ccncc2)C(=O)N1Cc1ccc(F)cc1
    -30.5	·	0.0	10.1	-2.0	10.2	2.8	·
16) CC=C(C)C(=O)OC1CCN2CC=C(COC(=O)C(O)(C(C)OC)C(C)(C)O)C12 (stereo not drawn)
    -22.8	-2.3	0.0	8.1	-1.6	-3.0	·	0.8
17) CC(C)S(=O)(=O)N1Cc2ccc(Br)cc2-n2nncc2C1
    -6.2	·	-0.1	-7.6	0.0	7.4	·	0.3
18) C[C@]12CCC3C(CC[C@H]4C[C@@H](O)[C@H](O)C[C@]34C)C1CC[C@@H]2O (stereo partly drawn)
    -0.2	·	-0.1	-8.9	-7.6	-1.9	·	-0.1
19) COC1C(O)C(C)OC(OC2CCC3(C=O)C(CCC4C3CCC3(C)C(C5=CC(=O)OC5)CCC43O)C2)C1O (stereo not drawn)
    -6.9	-3.1	·	61.9*	-1.6	·	0.1	·
20) O=C(Cc1ccncc1)N1CCCCN2[C@H](CO)[C@@H](c3ccc(-c4ccncc4)cc3)[C@H]2C1
    -14.4	-14.6	0.1	·	-5.3	·	·	0.2
21) CCCCn1c(=O)c(C(=O)Nc2ccccc2)c(O)c2ccccc21
    -9.3	·	0.1	5.9	10.3	-1.6	·	·
22) COCCNC(=O)Cn1cc(/C=C2\C(=O)NC(=O)N(c3cccc(C)c3C)C2=O)c2ccccc21
    i	-41.2	-0.1	17.1	25.4	2.0	-5.8	-0.1
23) CCCOP(=O)(OCCC)C(NC(=O)c1cc(OC)c(OC)c(OC)c1)c1ccccc1 (stereo not drawn)
    5.2	1.0	0.2	4.8	0.8	1.8	-5.5	0.2
24) COc1cc(CNCCc2ccc3c(c2)OCO3)cc(OC)c1OC
    -19.0	·	0.0	0.9	1.4	·	·	·
25) Cc1cccc(OCC(O)CN2CC2)c1 (stereo not drawn)
    -1.1	-3.9	0.0	-9.6	4.5	1.0	0.5	2.9
26) Cc1ccc(C2(O)CN3CCC2CC3)cc1 (stereo not drawn)
    -2.2	-3.4	0.0	14.4	-0.3	0.8	-2.1	0.0
27) CC1(C)CSC(=NCc2ccccc2)N1
    2.9	-0.8	0.0	3.6	5.8	-2.1	-7.1	0.2
28) Cc1[nH]c2ccccc2c1CCCNC1CCCCC1
    ·	1.8	0.4	·	·	2.8	-1.8	2.1
29) Cc1cccc(NC(=O)CN2CCN(C(=O)COc3cccc(Br)c3)CC2)c1C
    -6.6	2.1	0.4	1.0	0.9	-8.4	2.0	·
30) CCOc1cc(C)cc2oc(=O)c3c(c12)CCCC3
    -19.2	-2.3	0.0	-9.0	4.2	0.2	-9.6	0.4
31) Oc1ccc2c3c1OC1[C@H](O)CC[C@@]4(O)[C@@H](C2)N(CC2CC2)CC[C@]314 (stereo partly drawn)
    0.5&-3.5	9.4&1.5	·	7.3&1.7	-4.2&-2.1	·	1.0&9.8	·
32) O=[N+]([O-])c1cccc(NP(=O)(N2CC2)N2CC2)c1
    -0.6	-6.5	0.2	5.9	0.0	0.1	-7.9	-0.1
33) CN1C(CC(O)c2ccccc2)CCCC1CC(O)c1ccccc1 (stereo not drawn)
    -10.0	-12.5	0.0	-4.1	-2.0	-5.5	6.0	0.0
34) CCCCNC(C)Cc1ccccc1 (stereo not drawn)
    -7.9	-7.2	·	-3.9	-2.3	·	-0.7	·
35) Nc1ccc(CC(N)c2csc(Nc3ncccn3)n2)cc1 (stereo not drawn)
    86.8*	18.6	0.1	-41.4	-22.0	4.6	·	2.7
36) COc1ccc(-c2ccc3c(c2)CN(C(=O)CCc2ccccc2)Cc2cnnn2-3)cc1
    -8.5	8.7	-0.1	6.7	-18.6	-1.2	2.8	1.2
37) Cn1c(O)c(/C=C2\C=Nc3ccccc32)c(=O)n(C)c1=O
    -67.2	5.3	0.1	22.5	0.0	-3.8	-3.9	·
38) O=C(Cn1ccc2ccccc2c1=O)NCC(=O)N1CCC2(CC1)OCCO2
    2.5	-3.0	-0.1	-4.7	-0.1	5.7	-3.4	-1.7
39) Cc1ccc(OC(=O)N(C)C[C@@H]2OCc3ccccc3-c3c(n(C)c4ccccc34)C(=O)N([C@@H](C)CO)C[C@@H]2C)cc1
    12.1	·	-0.4	-0.6	-2.0	2.2	·	0.9
40) O=C(Cc1ccccn1)N1CCCCN2[C@H](CO)[C@H](c3ccc(Br)cc3)[C@@H]2C1
    -5.5	-0.6	0.5	-2.5	-1.2	·	-6.8	0.1
41) N#CC1C(C#N)C2CCC1C1C2N1c1ccccc1 (stereo not drawn)
    -3.1	3.4	0.2	-3.2	12.0	-5.5	-4.2	-0.2
42) CCC(=NCc1cccnc1)c1c(O)n(-c2ccc(Cl)cc2)c(=O)[nH]c1=O
    -10.7	·	0.4	4.3	0.2	4.6	·	·
43) CCN1CCN(Cc2ccccc2C)CC1
    -5.0	-4.4	·	·	3.0	2.3	-8.1	·
44) CCN1C[C@]2(C)CC[C@H](OC)[C@]34C2[C@H](OC(C)=O)[C@@]2(OCO[C@@]25C[C@H](OC)[C@H]2C[C@]3(O)C5[C@H]2OC)[C@@H]14
    4.7	6.4	0.0	14.8	0.3	-5.0	-6.3	·
45) O=C1CC(=O)N(c2ccccc2)C(=O)N1c1ccccc1
    -62.6	-12.9	-0.1	-7.1	-9.2	-7.0	11.1	·
46) CC1CCCC(C)N1/N=C/c1c[nH]c2ccc(Br)cc12 (stereo not drawn)
    -4.5	·	-0.2	5.2	-3.7	11.2	·	·
47) COc1ccc2[nH]cc(CCN(C)C)c2c1
    8.7	6.9	0.0	-0.7	-1.7	1.7	7.0	0.4
48) Cc1noc(C)c1CC(=O)N1CCCC(N2CCN(c3ccccc3F)CC2)C1 (stereo not drawn)
    -2.0	1.5	0.0	-4.1	1.1	1.7	-7.0	·
49) CC(C)[C@]12CC(=O)[C@H](C)[C@H]1C2
    2.6	-0.2	·	3.5	-6.6	·	1.6	·
50) COCCNC(=O)N1[C@H]2CC[C@@H]1C(C(=O)OC)=C(c1ccc(OC)c(OC)c1)C2
    -10.3	4.1	0.1	-6.5	4.3	5.8	-2.1	-0.1
51) CCOC(=O)[C@@H]1[C@@H]2NC(=S)N(C)[C@@]1(COCc1ccc(OC)cc1)Oc1ccccc12
    22.1	-4.4	·	-9.7	-1.0	·	·	·
52) COc1ccc(C(=O)C2CCCN(Cc3ccon3)C2)c(OC)c1 (stereo not drawn)
    ·	1.2	0.0	·	·	7.7	7.4	·
53) COc1ccc(-c2ccc3c(c2)CN(CC(C)C)Cc2cnnn2-3)cc1
    -28.6	-7.8	0.1	-0.1	-3.7	-5.9	6.3	-4.7
54) O=C(N/N=C/c1c(O)n(CCc2ccccc2)c(=O)[nH]c1=O)c1ccccc1
    -218.7	-13.3	0.2	-11.8	-1.5	-8.5	·	-0.3
55) Cc1ccc(O)c(C(=O)c2cc(C(=O)NCCC(C)C)c(=O)n(CCC(C)C)c2)c1
    -2.2	·	0.0	29.3	6.6	8.6	·	·
56) COC1C(O)C(C)OC(OC2CCC3(C)C(CCC4C3C(O)CC3(C)C(C5=CC(=O)OC5)CCC43O)C2)C1O (stereo not drawn)
    13.1	·	-0.1	51.2*	-0.9	7.6	·	·
57) CCOC(=O)c1ccc(N=C(C)c2c(O)[nH]c(=O)[nH]c2=O)cc1
    -57.7	3.8	0.6	7.3	-7.1	-15.6	·	-0.2
58) C=CCCC1(C(C)C)C(=O)NC(=S)NC1=O
    -3.7	·	0.3	-17.7	3.9	2.8	·	-0.5
59) CC(C)(C)P(=O)(NCc1ccccc1)c1ccccc1 (stereo not drawn)
    -8.2	0.1	0.0	5.9	-2.0	6.4	-11.8	·
60) C[C@]12CCC3C(CC[C@H]4C[C@H](N)CC[C@]34C)C1CC[C@H]2O (stereo partly drawn)
    1.6	-1.0	0.1	-11.0	1.2	-5.9	-3.3	0.1

# 2 compounds picked at random from the list so far, as already listed:
# Value order – RAD52 anneal inh	RAD54 inh	XiGFP reactiv	EWS-Fli block	S100A4 inh HTS	FN deposition inh	esBAF inh	E-selectin induc
55) Cc1ccc(O)c(C(=O)c2cc(C(=O)NCCC(C)C)c(=O)n(CCC(C)C)c2)c1
    -2.2	·	0.0	29.3	6.6	8.6	·	·
47) COc1ccc2[nH]cc(CCN(C)C)c2c1
    8.7	6.9	0.0	-0.7	-1.7	1.7	7.0	0.4

# This is a subset (hit frequency here may not be typical).
